eIF4E-4G inh: blocks eIF4E binding to eIF4G. TR-FRET eIF4E-eIF4GI(517-606) binding, 2 h. inhibition, % at 21.7 µM. hit rate 0.37% among 220,000;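 active = inhibition above about 30%, limit read from the data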;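 also: 0% = full FRET control wells and 100% = background wells lacking eIF4GI fragment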
p97 ATPase inh: blocks human p97 ATPase activity; recombinant p97 ATPase, Kinase-Glo ATP luminescence, 3 h; inhibition, % at 8 µM; hit rate 0.42% among 220,000; in the data active = inhibition above about 15%;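 also: 0% = DMSO vehicle and 100% = wells lacking enzyme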
Rad51 HR inh: Rad51 (human) homologous recombination inhibition | hRad51 DNA strand exchange, fluorescence dequenching | AID 1385 | inhibition, % at 10 µM | Q06609 | hit rate 0.085% among 200,000;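 active = inhibition above 40% at the single screening dose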;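 also: 0% = DMSO control wells and 100% = blanks with heterologous ssDNA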
Target sequence (Q06609 whole entry, looked up): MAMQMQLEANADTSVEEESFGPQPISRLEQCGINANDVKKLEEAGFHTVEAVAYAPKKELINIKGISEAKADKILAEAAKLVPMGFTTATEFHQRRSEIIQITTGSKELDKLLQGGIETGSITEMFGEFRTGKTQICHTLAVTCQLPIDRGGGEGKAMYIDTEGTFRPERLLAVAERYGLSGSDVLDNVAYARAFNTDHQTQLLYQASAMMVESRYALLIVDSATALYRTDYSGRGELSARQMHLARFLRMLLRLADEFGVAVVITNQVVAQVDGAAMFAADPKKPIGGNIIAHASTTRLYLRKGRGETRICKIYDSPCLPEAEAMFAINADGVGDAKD
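Read-out basis: percent inhibition relative to plate controls and blanks / Assay system: human Rad51 nucleoprotein filaments preassembled on unlabelled ssDNA / Timing: filaments 15 min 37 °C, then compound 30 min / Control set: per-plate controls and blanks / Technique: fluorescence dequenching at 485/520 nm / Compound: 10 µM final, single point / Also added: Fluorescein- and BHQ1-tagged 47-mer duplex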
KLK5 inh: kallikrein 5 (human) inhibition; Q9Y337; recombinant hK5, fluorogenic AMC substrate cleavage; inhibition, % at 5 µM; hit rate 0.59% among 210,000;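 active = inhibition of 40% or more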;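 also: 0% = enzyme controls without compound and 100% = no-enzyme blanks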
14-3-3 Bad PPI: disrupts binding of bovine 14-3-3 zeta to phospho-Bad peptide; TR-FRET 14-3-3zeta/Dy647-pBad peptide displacement, 1 h; AID 781; hit rate 0.71% among 220,000; inhibition, % at 21.7 µM; P63103;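 active = inhibition above about 70%, limit read from the data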;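 also: 0% = full 14-3-3 plus peptide FRET controls and 100% = background without 14-3-3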
FXIIa inh 1536: factor XIIa (human) inhibition | AID 800 | P00748 | hit rate 0.3% among 220,000 | inhibition, % at 5 µM | purified FXIIa, Boc-QGR-AMC fluorogenic substrate, 2 h; in the data active = inhibition above about 40%;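 also: 0% = enzyme with no compound and 100% = blank without enzyme; many of its hits are not listed in these tables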
Target sequence (P00748 20-372 limits assumed): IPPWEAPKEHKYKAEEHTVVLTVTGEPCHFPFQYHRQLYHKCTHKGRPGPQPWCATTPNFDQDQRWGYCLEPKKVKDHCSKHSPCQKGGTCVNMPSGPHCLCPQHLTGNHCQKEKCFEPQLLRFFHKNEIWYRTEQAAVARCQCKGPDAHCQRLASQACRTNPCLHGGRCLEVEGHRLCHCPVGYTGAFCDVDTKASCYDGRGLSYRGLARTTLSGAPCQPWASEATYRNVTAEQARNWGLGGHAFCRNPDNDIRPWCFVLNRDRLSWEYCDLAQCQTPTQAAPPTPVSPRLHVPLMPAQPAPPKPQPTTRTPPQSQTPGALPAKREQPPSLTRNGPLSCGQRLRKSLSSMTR
Target sequence (P00748 373-615 limits assumed): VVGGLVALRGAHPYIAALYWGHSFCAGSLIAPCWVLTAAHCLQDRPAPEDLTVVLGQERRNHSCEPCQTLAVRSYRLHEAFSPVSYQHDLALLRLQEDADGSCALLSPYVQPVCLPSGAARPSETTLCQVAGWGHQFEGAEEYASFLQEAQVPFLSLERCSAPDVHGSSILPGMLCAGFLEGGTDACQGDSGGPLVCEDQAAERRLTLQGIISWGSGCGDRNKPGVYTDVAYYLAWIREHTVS
Mdm2 ligase inh: Mdm2 E3 ligase (human) inhibition | Q00987 | cell-based MDM2 ubiquitination luciferase reporter, 2 h; 0 = plate control, 100 = twice control, blank-subtracted | signal enhancement, % at 5 µM | hit rate 0.11% among 210,000 | AID 1230;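 active = signal enhancement of 30% or more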;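 also: luminescence tracks abundance of the self-degrading MDM2-luciferase fusion protein; higher signal means inhibition of MDM2 E3 ligase activity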
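Assay system: mammalian cells stably expressing self-ubiquitinating, self-degrading MDM2 E3–luciferase fusion. Quantity: 2000 cells in each well. Medium: DMEM culture medium. Compound dosing: single-point 5 µM. Timing: cell settling 4 h, compound treatment 2 h, both 37 °C. Technique: luciferase luminescence. Read-out basis: percent signal gain over controls, blank-subtracted. Benchmarks: plate controls and plate blanks.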
Wee1 degr inh: human Wee1 degradation inhibition, primary screen | hit rate 1.2% among 220,000 | P30291 | HeLa Luc-Wee1K328M stability, luciferase luminescence; 100% = proteasome inhibitor MG132 effect | AID 1321 | reporter increase, % at 5 µM;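 active = activation above the mean of all tested compounds plus 3 SD, set per screening run, cut at about 8.8% in these data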;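 also: cells exposed to compound for 20 h before luminescence read; 0% = DMSO alone and 100% = MG132 at 30 µM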
FXIa inh: factor XIa (human) inhibition | purified FXIa, Boc-Glu-Ala-Arg-AMC fluorogenic substrate | inhibition, % at 5 µM | P03951 | hit rate 0.14% among 220,000;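 active = inhibition of at least 40%; inactive = inhibition below 40%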;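 also: fluorescence of freed AMC excited at 355 nm; 0% = enzyme without compound and 100% = no enzyme blank; many of its hits are not listed in these tables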
Numbers without * were called inactive; · = not tested or not shown; [ ] = another dose, or the depositor's remark. Compounds were not picked by outcome; 3.5% or so of the library scored in one or more.

1	COc1ccc([N+](=O)[O-])cc1C1NN=C(c2cccc3ccccc23)S1 (stereo not drawn)
2	Cc1ccc(-n2ncc(C(=O)O)c2C2CCN(C(=O)OC(C)(C)C)CC2)cc1
3	CCC(C)NC(=O)c1nn(C)c(=O)c2ccccc12 (stereo not drawn)
4	COc1ccccc1OCCCn1c(C)c(C#N)c2ccccc21
5	CCOc1cc(CNCC(O)c2ccccc2)cc(Cl)c1OC (stereo not drawn)
6	CCN1CCN(CCCNC(=O)c2cn(CCOC)c(=O)c3c2c2ccccc2n3C)CC1
7	CCN(CC)CCN1C(=O)C(O)=C(C(=O)c2cccs2)C1c1ccc(C)o1 (stereo not drawn)
8	Cc1cc(N2CCN(C)CC2)ccc1NC(=O)c1cccc(S(=O)(=O)N2CCc3ccccc3C2)c1
9	CC(C)OC(=O)Cn1c(=O)sc2ccccc21
10	COc1cc(/C=C/c2nnc3c4ccccc4ncn23)cc(OC)c1OC

Compound,1,2,3,4,5,6,7,8,9,10
eIF4E-4G inh,-8[fluorescence artefact?],1,-2,2,-1,-18,-7,-17,1[fluorescence artefact?],2
p97 ATPase inh,0,2,-3,-6,-2,5,-3,-3,5,7
Rad51 HR inh,-4,-6,-1,-9,17,-2,4,4,-6,-3
KLK5 inh,-2,-1,-2,-1,4,-25,28,-9,13,1
14-3-3 Bad PPI,-6,2,-1,5,-1,-1,4,-66,1[fluorescence artefact?],2
FXIIa inh 1536,16,18,7,-11,8,27,13,9,2,16
Mdm2 ligase inh,7,-8,5,-2,-12,-21,-8,-6,-13,-5
Wee1 degr inh,4,-3,1,-3,-2,-2,-1,0,-3,2
FXIa inh,4,9,-2,-8,18,17,2,-2,-4,19

11	O=C(CNCc1ccccc1Cl)NCc1ccco1
12	O=C(O)CCC(=O)NNC(=O)c1ccc(-c2ccccc2)cc1
13	O=C(CCC(=O)Nc1ccccc1)NNC(=O)C(c1ccccc1)c1ccccc1
14	Cc1ccc(Cn2nnc3c(=O)[nH]c(C4CCN(S(=O)(=O)c5ccc(C)cc5)CC4)nc32)cc1
15	O=C(NC(=S)Nc1ccccc1N1CCCC1)c1ccc(F)cc1
16	OCCC1CN(CCCc2ccccc2)CCN1Cc1ccccc1 (stereo not drawn)
17	O=C(CN(C(=O)CSc1nc2ccccc2o1)c1cccc(F)c1)NC1CCCCC1
18	CCOC(=O)C1CCCN(CCC(=O)Nc2cccc(F)c2)C1 (stereo not drawn)
19	COc1cc2cc3c(N)c(C(=O)Nc4sc(C)c(C)c4C#N)sc3nc2cc1OC
20	CCC1Oc2ccccc2N(Cc2ccccc2C)C1=O (stereo not drawn)

Compound,11,12,13,14,15,16,17,18,19,20
eIF4E-4G inh,-1,4,2[fluorescence artefact?],-20,0,-3,2,-6,-5[fluorescence artefact?],·
p97 ATPase inh,1,1,2,5,-1,1,6,2,5,-8
Rad51 HR inh,-5,10,-13,-3,6,·,-2,-5,-3,-6
KLK5 inh,5,-6,-3,-21,-19,-3,-1,-6,-34,-6
14-3-3 Bad PPI,45,-8[fluorescence artefact?],8,6[fluorescence artefact?],1,-4,-1,29[fluorescence artefact?],56[fluorescence artefact?],·
FXIIa inh 1536,9,9,10,17,0,2,12,17,5,2
Mdm2 ligase inh,-1,-4,4,-16,-9,-13,-16,-7,-10,-11
Wee1 degr inh,4,1,0,0,-3,-1,1,1,2,-2
FXIa inh,2,4,11,19,-5,-4,3,9,2,-1

21	c1ccc(Cn2nnc3c(N4CCOCC4)ncnc32)cc1
22	COC(=O)c1c(NC(C)=O)csc1C
23	CCOC(=O)C1=NN(c2cccc(C)c2)C2(S1)SC(C(C)=O)=C(C)N2c1ccccc1 (stereo not drawn)
24	CCOC(=O)c1oc2cccc(O)c2c1CN(Cc1ccccc1)C(C)=O
25	Cc1ccccc1S(=O)c1ccccc1C(=O)O (stereo not drawn)
26	Cc1ccc(C(=O)NCCOC23CC4CC(CC(C4)C2)C3)cc1
27	CCOc1ccccc1C(=O)N[C@H](C(=O)Nc1nc2c(s1)CCCC2)C(C)C
28	O=C1c2ccccc2C(=O)N1CC1c2ccccc2CCN1C(=O)CN1CCOCC1 (stereo not drawn)
29	Cc1ccccc1OCc1nnc(SCc2nc3ccccc3c(=O)[nH]2)n1C
30	CCC(=O)Nc1cc(C(=O)OCc2ccc(C(=O)Oc3ccccc3)cc2)ccc1C

Compound,21,22,23,24,25,26,27,28,29,30
eIF4E-4G inh,3,-6,-9,5,-1,-4,2,1,-1,-1
p97 ATPase inh,4,5,-7,1,4,-6,3,-3,0,4
Rad51 HR inh,-12,4,5,-3,1,4,0,14,-3,·
KLK5 inh,-6,-8,-6,19,-1,16,-2,-16,-6,-10
14-3-3 Bad PPI,8,-15,-5,-7,0,2,-24,0,-9,1
FXIIa inh 1536,22,8,12,-11,4,12,8,5,6,0
Mdm2 ligase inh,-12,-7,-7,-6,-1,-3,-16,2,-3,-1
Wee1 degr inh,0,-1,0,5,-1,-1,1,0,0,-3
FXIa inh,25,-4,-5,-5,-1,-5,0,-7,-11,-7

31	Cc1cc(C)nc(SCC(=O)O)n1
32	Cc1cccc(NS(=O)(=O)c2ccc(Oc3ccccc3)cc2)n1
33	O=C(CSc1nc2ccccc2n1S(=O)(=O)c1ccccc1)N1CCCCC1
34	CC1(C)Cc2c(sc3c2c(=N)n(Cc2ccco2)c(=O)n3Cc2ccccc2)CO1
35	C/C(=C\COc1cc(=O)[nH]c2ccccc12)CCC(O)C(C)(C)O (stereo not drawn)
36	COc1cc(CNc2nc3ccccc3n2C)cc(OC)c1OC
37	Cc1nn(C2CCS(=O)(=O)C2)c(Cl)c1/C=C/C(=O)OCC(=O)Nc1ccccc1[N+](=O)[O-] (stereo not drawn)
38	CC(=O)c1ccccc1NC(=O)COC(=O)CCCN1C(=O)c2cccc3cccc(c23)C1=O
39	Cc1ccc(S(=O)(=O)N2CCCCC2)cc1NC(=O)COC(=O)C1=COCCO1
40	O=S(=O)(NC1CCCCCCC1)c1cccs1

Compound,31,32,33,34,35,36,37,38,39,40
eIF4E-4G inh,-4[fluorescence artefact?],2,-6,6,-1,10[fluorescence artefact?],0,-5,-1,-1
p97 ATPase inh,2,0,6,-1,4,4,-2,1,2,-7
Rad51 HR inh,3,17,8,1,-5,-6,7,·,-1,-3
KLK5 inh,0,5,-20,3,-2,-12,10,-13,-1,-9
14-3-3 Bad PPI,2,3,7,0,4,-20,-13,-4[fluorescence artefact?],-15,22
FXIIa inh 1536,-7,8,11,-3,1,15,8,8,6,7
Mdm2 ligase inh,-2,-14,-28,7,-1,5,9,1,1,8
Wee1 degr inh,-2,2,1,-1,2,2,4,-1,3,3
FXIa inh,-7,-2,2,-1,0,7,-4,6,1,-10

Only FXIIa inh 1536, KLK5 inh and Mdm2 ligase inh, for some of the entries so far:
# | mol | FXIIa inh 1536 | KLK5 inh | Mdm2 ligase inh
35 | C/C(=C\COc1cc(=O)[nH]c2ccccc12)CCC(O)C(C)(C)O (stereo not drawn) | 1 | -2 | -1
36 | COc1cc(CNc2nc3ccccc3n2C)cc(OC)c1OC | 15 | -12 | 5
37 | Cc1nn(C2CCS(=O)(=O)C2)c(Cl)c1/C=C/C(=O)OCC(=O)Nc1ccccc1[N+](=O)[O-] (stereo not drawn) | 8 | 10 | 9
38 | CC(=O)c1ccccc1NC(=O)COC(=O)CCCN1C(=O)c2cccc3cccc(c23)C1=O | 8 | -13 | 1
39 | Cc1ccc(S(=O)(=O)N2CCCCC2)cc1NC(=O)COC(=O)C1=COCCO1 | 6 | -1 | 1
40 | O=S(=O)(NC1CCCCCCC1)c1cccs1 | 7 | -9 | 8

(next part)
41	O=C1CN=C(Nc2ccccc2)N1Cc1cccs1
42	O=C(NCc1ccc(C(F)(F)F)cc1)C12CN(Cc3ccccc3)CC1C(c1cccc([N+](=O)[O-])c1)=NO2 (stereo not drawn)
43	Cc1[nH]c(C)c(C(=O)O)c1CNC1CCCCC1C (stereo not drawn)
44	COc1ccc(NC(=S)Nc2cccc(C(F)(F)F)c2)c(C)c1
45	Cc1ccc(-c2nc3ccccc3[nH]2)s1
46	O=C(NC(Cc1c[nH]c2ccccc12)c1nnc2n1CCCCC2)c1ccccc1 (stereo not drawn)
47	Cc1cc(C)cc(COn2ccnc2)c1
48	COC(=O)C1=C(N)OC2=C(C(=O)CC(C)(C)C2)C1c1cccs1 (stereo not drawn)
49	O=C(NC(=S)N1CCCc2ccccc21)c1ccc([N+](=O)[O-])cc1
50	C/C(=N\NC(=O)c1ccccc1O)c1c(O)cc(C)oc1=O

Compound,41,42,43,44,45,46,47,48,49,50
eIF4E-4G inh,1,-19,0[fluorescence artefact?],-5,-4,9,0[fluorescence artefact?],1,7,-5[fluorescence artefact?]
p97 ATPase inh,3,4,4,2,-33,4,3,0,1,11
Rad51 HR inh,1,5,6,·,-2,4,-9,4,-1,1
KLK5 inh,-22,42*,-9,·,-9,23,-16,-25,6,-43
14-3-3 Bad PPI,72*,-10,-18,-14,18,-7,-10[fluorescence artefact?],-8,6[fluorescence artefact?],24
FXIIa inh 1536,16,9,1,4,-14,-2,14,1,9,0
Mdm2 ligase inh,-17,-15,-7,-12,-41,1,-20,-1,-21,-19
Wee1 degr inh,-2,-4,3,1,2,-2,-2,-1,2,3
FXIa inh,0,8,-6,0,-15,-3,3,0,5,-2

51	O=C(NNc1nc2ccc(Cl)cc2s1)c1cc(-c2cccs2)nc2ccccc12
52	Cc1ccc(N(CN2C(=O)NC(C)(C)C2=O)CN2C(=O)NC(C)(C)C2=O)cc1
53	O=C(NC1CCCCC1)c1ccccc1NC(=O)C1CC(=O)N(c2ccccc2)C1 (stereo not drawn)
54	COc1ccc(C(=O)NNC(=O)CN2CCC(n3nnc4cc(C(F)(F)F)ccc43)CC2)cc1
55	Cc1nn(-c2ccccc2)c2sc(C(=O)O)cc12
56	CCC(CC)COC(=O)C(C#N)c1nc2ccccc2nc1N1CCN(CC)CC1 (stereo not drawn)

Compound,51,52,53,54,55,56
eIF4E-4G inh,11,6[fluorescence artefact?],0,6,7,-4
p97 ATPase inh,1,5,2,3,-2,1
Rad51 HR inh,·,6,-3,3,5,4
KLK5 inh,-76,1,-8,-10,36,-8
14-3-3 Bad PPI,3,14[fluorescence artefact?],-9,-6,23,-12
FXIIa inh 1536,11,8,13,1,13,5
Mdm2 ligase inh,·,7,-6,-12,-14,0
Wee1 degr inh,2,2,-2,-2,-1,-1
FXIa inh,7,0,6,-6,13,-5

Ordered by the number under p97 ATPase inh (falling): some entries from above.
| entry | smiles | p97 ATPase inh |
| --- | --- | --- |
| 11 | O=C(CNCc1ccccc1Cl)NCc1ccco1 | 1 |
| 37 | Cc1nn(C2CCS(=O)(=O)C2)c(Cl)c1/C=C/C(=O)OCC(=O)Nc1ccccc1[N+](=O)[O-] (stereo not drawn) | -2 |
| 45 | Cc1ccc(-c2nc3ccccc3[nH]2)s1 | -33 |

From PubChem
